TAG inh: reduces triacylglycerol accumulation in H9c2 cells | Nile Red lipid (TAG) fluorescence; cells loaded with 200 µM oleic acid | inhibition, % at 12.5 µM | 230,000 tested, 0.66% active;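 active = pattern-corrected inhibition of lipid staining of at least 50% with the nuclear-stain viability signal not falling by more than 50%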;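 also: 0% = DMSO wells and 100% = triacsin C control wells; some results filed as inactive read as strong as hits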
TAG inh DAPI viability: further read-out of TAG inh, marked with its call; DAPI nuclei signal change (viability), lower = more cytotoxic, %;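 whole-well DAPI fluorescence read on a plate reader as a viability signal; minus 50 percent equals half of cells still viable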
Active calls of the source: *; i = inactive. An excerpt; count on the stated rates, not on these rows.

item | SMILES | TAG inh | TAG inh DAPI viability
1 | CN(CCCCC(=O)/C=N/O)Cc1ccccc1 (tested in a mixture with another compound) | -4 | -6
2 | O=C1C2CCCN2C(c2cccnc2)N1c1ccc(Cl)cc1 (configuration not stated) | -13 | 8
3 | CCCCCCC(=O)N/N=C/c1c(O)n(CCc2ccccc2)c(=O)[nH]c1=O | 7 | -10
4 | COC(=O)C1=C(c2ccc(OC(F)(F)F)cc2)C[C@@H]2CC[C@H]1N2C(=O)NC1CCCCC1 | -17 | -7
5 | O=C(O)[C@@H]1C[C@H]1[C@@H](NP(=O)(c1ccccc1)c1ccccc1)c1ccccc1 | 3 | 1
6 | O=c1[nH]c(O)c(N=Nc2ccc([N+](=O)[O-])cc2)c(=O)[nH]1 | 5 | -16
7 | Cc1cc(C)cc(N2C(=O)NC(=O)/C(=C\c3cccn3-c3ccccc3)C2=O)c1 | 2 | 8
8 | COC1CCC(OC2CC(C3(C)CCC4(CC(O)C(C)C(C(C)/C=C(\C)C(=O)C(C)CC(C)C(=O)O)O4)O3)OC3(OC(C4OC(O)(CO)C(C)CC4C)CC3C)C2C)OC1C (configuration not stated) | 97* | -45*
9 | C/C(=N\NC(N)=O)c1c(O)n(C)c(=O)n(C)c1=O | 5 | 1
10 | CC1=NN(c2ccccc2)C(=O)/C1=C/c1c(O)[nH]c(=O)[nH]c1=O | 6 | -4
11 | CCCCn1c(O)c(/C=N/NC(=O)c2ccncc2)c(=O)[nH]c1=O | 0 | 2
12 | COC(=O)C1=C(c2cccc(OC)c2OC)C[C@@H]2CC[C@H]1N2C(=O)NCc1ccco1 | 1 | -21
13 | O=C(Nc1cccc2ccccc12)N1Cc2ccccc2-n2nncc2C1 | 2 | -8
14 | O=C(NCC1=C(c2ccc3ccccc3c2)C[C@@H]2CC[C@H]1N2Cc1ccco1)c1ccncc1 | 14 | 7
15 | CCCC[n+]1cc(=N)o[n-]1 | 5 | -7
16 | O=C(Nc1ccc(Cl)cc1C(=O)c1ccccc1)c1ccc(Br)o1 | 5 | -5
17 | C[C@]12CC[C@@H](O)CC1=CC(=O)C1C2CC[C@]2(C)C(=O)[C@H](O)CC12 (some centres not stated) | -11 | 28
18 | CC(=O)C1C2c3ccccc3OC1(C)N=c1s/c(=C/c3cn(C)nc3C)c(=O)n12 (configuration not stated) | -2 | -5
19 | O=C(CNC(=O)OCc1ccccc1)Nc1ccc(Br)cc1C(=O)c1ccccc1 | 0 | -5
20 | C/C(=N\Nc1ccccc1)c1c(O)[nH]c(=O)[nH]c1=O | -5 | -2
21 | COc1cc2c(cc1OC)C(C(=O)N1CCC3(CC1)OCCO3)C(c1ccccc1F)N(C)C2=O (configuration not stated) | 1 | 5
22 | O=c1[nH]c(=O)n(Cc2ccco2)c(O)c1C=NC1CCN(Cc2ccccc2)CC1 | 9 | -2
23 | Cc1cc(NC(=O)COC(=O)c2c(C)nn(Cc3ccccc3Cl)c2C)no1 | -6 | -2
24 | O=c1cccc2n1CC1CC2CN(C(c2ccccc2)c2sc3ncnn3c2O)C1 (configuration not stated) | 0 | -9

Nothing new here: 2 of the compounds above.
item | SMILES | TAG inh | TAG inh DAPI viability
13 | O=C(Nc1cccc2ccccc12)N1Cc2ccccc2-n2nncc2C1 | 2 | -8
14 | O=C(NCC1=C(c2ccc3ccccc3c2)C[C@@H]2CC[C@H]1N2Cc1ccco1)c1ccncc1 | 14 | 7

Additional results.
item | SMILES | TAG inh | TAG inh DAPI viability
25 | CC1(C)C(c2ccccc2)=NC(c2cccnc2)=[N+]1[O-] | 9 | -1
26 | CN(C)C(=O)Oc1ccc(Br)cc1C(=O)Nc1ccc(F)c(Cl)c1 | -7 | 5
27 | CCC1(c2ccccc2)C(=O)NC(=S)NC1=O | -5 | 5
28 | CC1=C(C)CC2(C(=O)NC(=S)NC2=O)C(C)C1 (configuration not stated) | -2 | -4
29 | CCOC(=O)c1cccc(-[n+]2c(-c3ccccc3)cc(-c3ccccc3)cc2-c2ccccc2)c1 | 6 | 2
30 | CS(=O)(=O)c1ccc(C2=C(CNC(=O)c3ccncc3)[C@H]3CC[C@@H](C2)N3Cc2ccco2)cc1 | -2 | 12
31 | CCOc1ccc(-c2cc(C)[n+](CCN3CCOCC3)c(-c3ccc(OCC)cc3)c2)cc1 | -25 | 23
32 | C/C(=N\N1CCCCC1)c1c(O)[nH]c(=O)[nH]c1=O | -9 | -9
33 | COc1ccc(CCn2c(O)c(C=Nc3ccc(F)cc3)c(=O)[nH]c2=O)cc1OC | 11 | -3
34 | CCn1c(P(C)(=O)O)nc2cc(NC(=O)c3ccccc3F)ccc21 | 5 | -3
35 | CSc1ccccc1NP1(=O)OCC(C)([N+](=O)[O-])CO1 (configuration not stated) | 9 | -5
36 | CSc1nnc(OC(=O)N(C)C)n1-c1ccc(Cl)cc1 | -11 | 8
37 | OC1C2CN3CN(C2)CC1(c1ccccc1)C3 (configuration not stated) | 4 | 1
38 | O=P(N1CCCCCC1)(N1CCCCCC1)N1CC1 | -8 | -1
39 | N#Cc1cc(F)c(N2CCNCC2)cc1Cl | -10 | 15
40 | CN=C1CN(O)C(c2ccccc2)=c2cc(Cl)ccc2=N1 | -23 | 11
41 | COc1ccc2c(c1)c(C(=O)CN1CCC3(CC1)OCCO3)c(C)n2Cc1ccccc1 | -12 | 8
42 | CCC(C)C1N=C(c2ccccc2)c2cc(Cl)ccc2N(CC(=O)NCc2ccco2)C1=O (configuration not stated) | -31 | -1
43 | NC(=O)CSc1nnc([C@@H](N)Cc2c[nH]c3ccccc23)o1 | 9 | -7
44 | COC(=O)C1=C(c2cccc(C#N)c2)C[C@@H]2CC[C@H]1N2C(=O)NC(C)C | 0 | 0
45 | O=C(COc1ccc(Cl)cc1)NC1CN2CCC1CC2 (configuration not stated) | -10 | 5
46 | CCC1=C(C)C(N2CCOCC2)=NP(N2CCOCC2)(N2CCOCC2)=N1 | -15 | 4
47 | CCOC(=O)C(O)(c1ccc(N(CC)S(=O)(=O)c2ccccc2)cc1)C(F)(F)F (configuration not stated) | 1 | 13
48 | CC1(O)CCN2C(=O)CCc3cccc1c32 (configuration not stated) | -3 | 0

Individual results from the entries so far.
TAG inh DAPI viability result of compound 40 stands at 11
TAG inh result of compound 37 stands at 4

Next part.
item | SMILES | TAG inh | TAG inh DAPI viability
49 | C=CCC1C(=O)NC(=S)NC1=O | 3 | -12
50 | CN(C)CC1CSCCC1(O)c1cccc(Cl)c1 (configuration not stated) | 9 | -11
51 | O=c1cccc2n1CC1CNC[C@H]2C1 | -6 | 5
52 | CN(C)CCCNCC(=O)Nc1ccc(Cl)cc1C(=O)c1ccccc1 | 9 | 10
53 | Cc1cccc(CN(C)C)c1OC(=O)N(C)C | -19 | 12
54 | C[C@]12CC[C@@H]3c4ccc(O)c(O)c4CC[C@H]3[C@@H]1CC[C@@H]2O | -7 | 0
55 | CCOC(=O)C1=C(C)OC(N)=C(C#N)C12C(=O)N(C)c1ccccc12 (configuration not stated) | -2 | 19
56 | O=P1(Oc2ccccc2)C[C@@H](O)[C@@H](O)[C@H](COCc2ccccc2)O1 (some centres not stated) | -10 | -3
57 | CCN(CC)S(=O)(=O)c1cccc(N=Nc2c(O)n(CC)c(=S)n(CC)c2=O)c1 | -3 | 5
58 | CN1CCc2cc(O)cc3c2[C@H]1Cc1ccc(O)c(O)c1-3 | 11 | -11
59 | Cc1cc(N2C(=O)C3CCCN3C2c2ccc(Cl)c(Cl)c2)no1 (configuration not stated) | 12 | -8
60 | CC/C(=N\NC(=S)Nc1ccccc1)c1c(O)[nH]c(=O)[nH]c1=O | -6 | -5
61 | O=C(c1ccc2c3c(cccc13)CC2)C1CCCN(CC2CC2)C1 (configuration not stated) | 3 | i
62 | CNS(=O)(=O)c1ccc(-c2ccc(C=C3C(=O)NC(=O)NC3=O)o2)cc1 | -11 | 4
63 | CC(=NCc1ccco1)c1c(O)n(-c2ccccc2C)c(=O)[nH]c1=O | 10 | -6
64 | c1ccc(C2NCc3ccccc3-n3cccc32)cc1 (configuration not stated) | -7 | 6
65 | C=CCn1c(O)c(C(CC)=NC(C)c2ccccc2)c(=O)[nH]c1=O (configuration not stated) | 1 | 3
66 | COC(=O)C1=C(c2c(C)noc2C)C[C@@H]2CC[C@H]1N2C(=O)NCc1ccc(F)cc1 | -8 | 4
67 | N#Cc1ccc(CN2Cc3ccccc3-n3nncc3C2)cc1 | 11 | 0
68 | COc1ccc(C[C@H]2NC[C@H](O)[C@H]2OC(C)=O)cc1 | 119 | -91
69 | O=C(Nc1cc(Cl)cc(Cl)c1)N1Cc2ccccc2-n2nncc2C1 | 12 | -5
70 | CCOP(=S)(OCC)N1CC1 | -1 | -7
71 | CCC1(CC)COP(=O)(OCC(Cl)CCl)OC1 (configuration not stated) | 13 | -3
72 | O=C(c1ccc(C(F)(F)F)cc1)C1CCCN(C2CCSCC2)C1 (configuration not stated) | -3 | 9
73 | O=P1(Oc2ccccc2)CC=C[C@H](COCc2ccccc2)O1 (some centres not stated) | 10 | 9
74 | CCC(C)n1c(O)c(C=NCCN2CCOCC2)c(=O)[nH]c1=S (configuration not stated) | 9 | -1
75 | Cc1cccc(-n2c(O)c(/C=C3/C(c4ccccc4)=Nc4ccccc43)c(=O)[nH]c2=O)c1 | 22 | -24
76 | CC(NC(C)(C)C)C(=O)c1cccc(Cl)c1 (configuration not stated) | -6 | 6
77 | CN(C)CC1CCCCC1=O (configuration not stated) | -11 | 10
78 | CC1=CP(=O)(Oc2ccc([N+](=O)[O-])cc2)CC1 (configuration not stated) | -5 | 13
79 | Cc1cccc(-n2c(CN3C(=O)c4ccccc4C3=O)nc3ccccc3c2=O)n1 | -8 | 13
80 | O=C1OC(c2ccc(Br)cc2)=N/C1=C\N1CC2CC(C1)c1cccc(=O)n1C2 (configuration not stated) | 9 | -6
81 | CC(=O)O[C@H]1CC[C@@]2(C)C(=CC[C@@H]3[C@@H]2CC[C@]2(C)C(=O)CC[C@@H]32)C1 | -9 | 0
82 | Cc1ccsc1C(=O)C1CCCN(Cc2ccc(-n3cccn3)cc2)C1 (configuration not stated) | -17 | 13
83 | C[C@@H]1CN([C@@H](C)CO)C(=O)CCCn2cc(nn2)CO[C@H]1CN(C)C(=O)Oc1ccc2ccccc2c1 | 10 | -10
84 | CSc1ncc(CN2CCCC(C(=O)c3cccc(Cl)c3)C2)cn1 (configuration not stated) | 25 | -3
85 | O=C1C2CCCC1C(N1CCCCC1)CC2 (configuration not stated) | -2 | 2
86 | CC(C)Oc1cccnc1N(C)C1CCN(Cc2ccccc2)CC1 | 8 | 7
87 | COC(=O)C1=C(c2ccc(Cl)c(C(F)(F)F)c2)C[C@@H]2CC[C@H]1N2C(=O)NCCOc1ccc(OC)cc1 | -26 | -20
88 | CCC(=O)N1CC(=O)Nc2ccc(Cl)cc2C1c1ccc(F)cc1 (configuration not stated) | 15 | 2
89 | CN1CCC(O)(c2ccccc2)C(C(=O)c2ccccc2)C1 (configuration not stated) | -9 | -2
90 | CC1=CC(=O)OC2CC3OC4C[C@@H](C)C5OC6CC7O[C@]8(C)C/C=C\C9OC%10CC%11OC(CC(C)C%12OCCO%12)CC(O)[C@]%11(C)OC%10CC9OC8C[C@]7(C)O[C@]6(C)CCC5OC4C[C@]3(C)OC12 (some centres not stated) | 25 | -14
91 | O=P1(NCc2ccco2)COc2ccccc2OC1 | -15 | 4
92 | CC(N)C(=O)NC1C2C(=C(O)CC(O)C2O)C(=O)OC1(C)C(Cl)Cl (configuration not stated) | 89 | -64
93 | Cc1ccc2ccccc2c1NC(=O)CNC1CCCCC1 | 21 | 5
94 | Cc1ccc(NC(=S)NCCc2cnc[nH]2)cc1C | -5 | -3
95 | COP(=O)(OC)C(NC(C)=O)C(Cl)(Cl)Cl (configuration not stated) | 3 | -2
96 | COC(=O)C1=Nc2ccccc2/C1=C\c1c(O)n(-c2cc(OC)ccc2OC)c(=O)[nH]c1=O | -15 | 13
97 | CCCCOC(=O)c1ccc(NC(=O)c2c(O)[nH]c(=O)[nH]c2=O)cc1 | 1 | -1
98 | CCCC[C@@H](C)C[C@@H](C)C(=O)N(C)[C@@H](CC(C)C)C(=O)N[C@H](C(=O)N(C)[C@H](C(=O)N1C[C@@H](O)C[C@H]1C(=O)N1C(=O)C=C[C@@H]1C)C(C)C)C(C)OC(C)=O (some centres not stated) | 105 | -68
99 | CN1CCN(c2ccc(N)c(N3CCN(C)CC3)c2)CC1 | 8 | 4
100 | CC(C)Cc1nnc(NC(=O)CCC(=O)N2CCC3(CC2)OCCO3)s1 | -6 | 5
101 | COc1ccc(-c2nn(CCC#N)cc2C(=O)Nc2ccc(C(C)=O)cc2)cc1[N+](=O)[O-] | 10 | -1
102 | OC[C@H]1O[C@@H](n2cnc3cc(Cl)c(Cl)cc32)[C@H](O)[C@@H]1O | 0 | -9
103 | Nc1c2c(nc3sc4c(c13)CCCC4)CCCCC2 | 5 | 0
104 | CCn1nc(-c2ccccc2)nc2c(=O)n(C)c(=O)nc1-2 | -7 | 3
105 | CC(Oc1ccc(-c2ccccc2)cc1)C(=O)O (configuration not stated) | -7 | -3
106 | Cc1ccc(OCC(=O)N2CCN(Cc3cccnc3)CC2)cc1 | 8 | -21

One compound at a time (already shown). Values in the order: TAG inh	TAG inh DAPI viability
Record of CC(Oc1ccc(-c2ccccc2)cc1)C(=O)O (configuration not stated) : -7	-3
Record of CCCCOC(=O)c1ccc(NC(=O)c2c(O)[nH]c(=O)[nH]c2=O)cc1 : 1	-1
Record of Cc1ccc(OCC(=O)N2CCN(Cc3cccnc3)CC2)cc1 : 8	-21
Record of CC(C)Cc1nnc(NC(=O)CCC(=O)N2CCC3(CC2)OCCO3)s1 : -6	5
Record of COc1ccc(-c2nn(CCC#N)cc2C(=O)Nc2ccc(C(C)=O)cc2)cc1[N+](=O)[O-] : 10	-1

Screening results (PubChem BioAssay)
